CatL block: inhibitors of human cathepsin L, biochemical; purified cathepsin L, fluorogenic substrate, fluorescence; inhibition, %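 (tested at 10 µM)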; Procathepsin L (Homo sapiens), P07711; 0.17% of 58,000 active; in the data active = inhibition above about 45%;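 also: 0% = enzyme with no compound and 100% = no enzyme blank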
CatS inh: inhibitors of human cathepsin S, biochemical, compound mixtures. P25774. recombinant cathepsin S, AMC dipeptide fluorescence, pooled mixtures. inhibition, %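 (tested at 5 µM per compound within 10-compound mixtures)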. 0.06% of 62,000 active. AID 501, 2006; in the data active = inhibition above about 32%, passing the limit was not always enough;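 also: 0% = enzyme without compound and 100% = blank without enzyme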
Target sequence (P25774 115-331 limits assumed): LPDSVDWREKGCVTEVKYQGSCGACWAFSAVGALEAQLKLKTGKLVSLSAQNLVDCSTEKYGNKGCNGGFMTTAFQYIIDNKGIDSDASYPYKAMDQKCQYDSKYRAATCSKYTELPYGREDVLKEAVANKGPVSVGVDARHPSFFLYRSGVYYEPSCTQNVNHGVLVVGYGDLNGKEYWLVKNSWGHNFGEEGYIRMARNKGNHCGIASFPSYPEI
A340 absorber: compound light absorbance at 340 nm, profiling panel, artefact control, biochemical, MLSMR library, data from PS, PMK, MK assays. compound absorbance at 340 nm, fold over control. fold change at 10 µM. 65,000 tested, under 10 active. AID 708, 2007;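 active = at 10 µM dose, initial 340 nm absorbance at least 2 fold that of control wells; inactive = change under 2 fold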;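 also: initial absorbance extrapolated from kinetic A340 decline of NADH oxidation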
FXIIa mix inh: human factor XIIa inhibitors, primary screen, biochemical, pooled compound mixtures, fluorogenic substrate; Coagulation factor XII (Homo sapiens), P00748; 0.2% of 62,000 active; purified FXIIa; inhibition, % at 5 µM;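 also: 0% = enzyme without compound and 100% = no enzyme blank; some results filed as inactive read as strong as hits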
CatG inh: human cathepsin G inhibitors, primary screen, biochemical, pooled compound mixtures, AMC fluorescence. P08311. purified enzyme, AMC-tetrapeptide fluorescence. inhibition, % at 5 µM (by protocol). 0.2% of 62,000 active. AID 581, 2007;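 active = inhibition above 20% in each of the two mixture wells holding the compound; inactive = inhibition of 20% or less in either well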;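 also: 0% = enzyme control without mixture and 100% = blank lacking enzyme; strong numbers were not always called active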
FXIa mix inh: FXIa protease inhibitors in compound pools, primary screen, biochemical, 10-compound mixtures. Coagulation factor XI (Homo sapiens), P03951. purified FXIa, fluorogenic substrate, pooled mixtures. inhibition, % at 5 µM. 0.19% of 62,000 active. AID 680, 2007;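 also: each value is inhibition by a whole ten-compound pool holding the compound; 0% = enzyme with no mixture and 100% = wells lacking enzyme; strong numbers were not always called active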
CatB inh: human cathepsin B inhibitors, primary screen, biochemical, fluorogenic substrate. P07858. purified cathepsin B, fluorescence. inhibition, %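 (tested at 10 µM)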. 0.1% of 63,000 active; in the data active = inhibition above about 21%;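 also: 0% = enzyme with no compound and 100% = no enzyme blank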
CatB mix inh: cathepsin B inhibitors from pooled compounds, primary screen, biochemical, compound mixtures, AMC fluorescence; P07858; Purified cathepsin B, AMC dipeptide fluorescence; inhibition, %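 (ten-compound pools at 5 µM per compound and 50 µM total)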; 0.06% of 62,000 active; AID 488, 2006; in the data active = inhibition above about 22%, passing the limit was not always enough;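 also: 0% = enzyme without compound and 100% = no enzyme blank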
C1s inh: complement C1s protease inhibitors, primary screen, biochemical, 10-compound mixtures. Complement C1s subcomponent (Homo sapiens), P09871. purified C1s, fluorogenic AMC substrate, pooled mixtures. mean inhibition % of two 10-compound mixtures (stronger effect = higher value), % at 5 µM (by protocol). 0.16% of 62,000 active;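 active = inhibition above 20% in each of the two 10-compound mixture wells holding the compound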;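 also: 0% = enzyme wells lacking compound mixture and 100% = no-enzyme blank wells; some compounds called inactive have numbers as strong as hits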
Target sequence (P09871 16-437 limits assumed): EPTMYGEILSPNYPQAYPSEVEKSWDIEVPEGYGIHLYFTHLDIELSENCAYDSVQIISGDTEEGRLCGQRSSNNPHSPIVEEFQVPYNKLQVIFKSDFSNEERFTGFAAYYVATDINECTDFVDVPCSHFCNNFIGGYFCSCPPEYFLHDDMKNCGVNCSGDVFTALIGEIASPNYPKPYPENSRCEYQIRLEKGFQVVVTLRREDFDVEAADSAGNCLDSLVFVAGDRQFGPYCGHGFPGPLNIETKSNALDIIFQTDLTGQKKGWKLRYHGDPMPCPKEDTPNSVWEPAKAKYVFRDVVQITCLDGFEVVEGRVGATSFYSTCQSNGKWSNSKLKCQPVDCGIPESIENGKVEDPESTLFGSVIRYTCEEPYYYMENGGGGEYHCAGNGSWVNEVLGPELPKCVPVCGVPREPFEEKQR
Target sequence (P09871 438-688 limits assumed): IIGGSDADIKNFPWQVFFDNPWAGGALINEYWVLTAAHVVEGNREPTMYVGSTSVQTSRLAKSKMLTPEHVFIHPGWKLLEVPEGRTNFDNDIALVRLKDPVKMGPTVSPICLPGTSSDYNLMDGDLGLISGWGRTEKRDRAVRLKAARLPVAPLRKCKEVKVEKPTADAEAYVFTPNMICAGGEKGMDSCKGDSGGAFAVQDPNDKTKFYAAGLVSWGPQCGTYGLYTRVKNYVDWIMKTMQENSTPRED
Numbers without * were called inactive; . = not tested or not shown. Rule as the data show it, unless noted: active = inhibition above about 20% (passing the limit was not always enough); inactive = the rest.

SMILES	CatL block	CatS inh	A340 absorber	FXIIa mix inh	CatG inh	FXIa mix inh	CatB inh	CatB mix inh	C1s inh
CC(=O)c1cccc(NC(=O)NCc2ccco2)c1	6	4	1	3	7	5	-5	-1	0
Cc1cc(OCCCn2ccnc2)cc(C)c1Cl	0	-1	1.1	-1	16	2	-2	5	20
O=C(CSc1nc(O)c(C2CCCCC2)c(=O)[nH]1)NCC1CCCO1 (stereo not given)	-8	-6	0.98	3	7	1	2	4	3
COc1ccc(-n2c(Cc3cccn3C)nnc2SCC(=O)Nc2ccc(C(C)=O)cc2)cc1	.	-4	1.1	-5	7	5	3	0	8
COC(=O)c1ccc(COc2ccc3c(C)c(C)c(=O)oc3c2)o1	.	7	1.1	10	-3	1	9	6	-18
CCC1(C)Cc2c(sc3c2c(=O)n(C)c2nnc(SCCc4ccccc4)n32)CO1 (stereo not given)	.	3	1	4	-3	-3	-6	2	-37
Cc1nn(-c2ccc(F)cc2)c2sc(C(=O)OCC(=O)N3CCC(C)CC3)cc12	6	12	0.99	1	10	3	0	1	1
CCN(CC)C(=O)Cn1cnc2ccccc2c1=O	-5	-7	1.1	2	6	3	0	0	-33
COc1c(C)cccc1C(=O)Nc1cc(Cl)ccc1N1CCOCC1	6	-3	1.1	-12	-3	3	0	3	-25
O=C(CCN1C(=O)C2C3C=CC(C3)C2C1=O)Nc1c(F)cc(F)cc1Br (stereo not given)	9	-5	1	2	3	-3	5	1	-13
CC1(C)CC(=O)C2=C(C1)OC(N)=C(C#N)C2c1ccccc1OC(=O)N1CCOCC1 (stereo not given)	-1	-1	0.98	-15	3	7	-2	9	0
COc1ccc(N2CC(C(=O)NC3CC(C)(C)NC(C)(C)C3)CC2=O)cc1 (stereo not given)	16	15	1	-2	4	-2	-1	-4	3
Cn1cccc1C(=O)OCc1csc(-c2ccccc2)n1	0	10	1	10	-4	4	5	6	-1
O=C(NCc1ccc(F)cc1)c1cnc2sccn2c1=O	31	9	1.1	10	8	0	4	0	7
CCOC(=O)C1CCN(Cc2ccc(O)c(OC)c2)CC1	.	12	1.1	1	-3	6	-1	1	-5
COc1ccc(C(=O)CSc2nccc(=O)[nH]2)cc1	-2	-22	1	5	-24	-22	3	-6	-66
COc1ccc(CN(CC2CCCO2)S(=O)(=O)c2ccc(C(=O)O)cc2)cc1OC (stereo not given)	15	-8	1	6	2	3	3	-1	-30
O=S(=O)(c1ccc(F)c(F)c1)N1CCN(Cc2ccc3c(c2)OCO3)CC1	-8	-10	1	7	8	5	0	2	0
COc1cc(-c2nc(-c3cccc(C(F)(F)F)c3)no2)cc(OC)c1OC	9	-6	0.98	10	10	5	0	4	8
CCOC(=O)N1CCN(C(=O)c2ccc3c(=O)n(Cc4ccc(Cl)cc4)c(=S)[nH]c3c2)CC1	-1	1	0.99	9	12	4	-1	4	7
COc1ccccc1OCC(=O)OCC(=O)NCCN1C(=O)CSC1=O	.	8	1	-19	10	8	2	4	18
CC(C)(C)NC(=O)C(c1ccco1)N(Cc1ccc2c(c1)OCO2)C(=O)Cn1nnc2ccccc21 (stereo not given)	1	-1	1	4	20	14	-2	4	22*
COc1ccc2c(c1)c1nnc(SCC(=O)N3CCCCC3C)nc1n2C (stereo not given)	.	8	1.1	1	5	-8	2	-7	-27
COc1ccc(OC)c(NC(=O)CSc2nnc(Cc3cccn3C)n2CCc2ccccc2)c1	1	-3	1	-4	6	2	1	2	-1
OCCNCCCCCOc1ccc(F)cc1	-6	-27	1	3	0	0	1	-6	-77
SMILES	CatL block	CatS inh	A340 absorber	FXIIa mix inh	CatG inh	FXIa mix inh	CatB inh	CatB mix inh	C1s inh
O=C1C(C2=C(O)c3ccccc3C2=O)=Nc2ccccc21	.	8	0.98	2	12	0	6	0	4
COc1ccc(Br)cc1C1SCCN1S(C)(=O)=O (stereo not given)	-3	3	1	10	4	9	1	1	-2
Cc1cc(C)nc(-n2nc(C)c(C3(O)C(=O)Nc4ccc(F)cc43)c2N)n1 (stereo not given)	8	4	1	1	-8	3	2	2	-12
C#CCN1CC(C)/C(=N/O)CC1C (stereo not given)	-14	-9	1	3	6	-5	3	0	-8
CC(C)(NCc1ccccc1Cl)C(=O)O	-3	-5	1	-14	0	10	-6	4	-29
Cc1nnc(NC(=O)CSc2nc3c(c(=O)n2CCc2ccccc2)SC(C)C3)s1 (stereo not given)	-5	3	1.1	6	7	2	1	5	-5
COc1ccc(C(CC(=O)O)NC(C)=O)cc1OC (stereo not given)	-6	-8	1	2	9	10	-1	3	11
CCC(C)(C)n1nnnc1C(c1ccc2ncccc2c1)N1CCN2CCCC2C1 (stereo not given)	5	1	0.97	0	8	4	4	3	0
Cn1c(=O)cc(OCCCC(=O)Nc2ccccn2)c2ccccc21	13	3	0.99	-20	1	7	-3	-2	-11
CCC(C)NC(=O)c1ccc(CS(=O)(=O)c2ccc(OC)cc2)o1 (stereo not given)	-5	-1	1	1	-3	5	0	3	-21
O=C(CN1CCN(S(=O)(=O)c2ccc(Br)cc2)CC1)Nc1ccc(F)cc1F	-5	1	1	0	-1	3	-4	-2	-1
O=C(c1cccc(Cl)c1)N1CCN(Cc2ccncc2)CC1	5	-3	1	1	10	6	3	4	13
COc1ccc2cc3cc(C(=O)NCCc4ccc(OC)c(OC)c4)oc3nc2c1	.	0	1.1	3	-1	4	4	0	-37
Cc1ccc(C(=O)NC2CCN(C(=O)N3CCOCC3)CC2)cc1	-2	6	1	-3	2	2	-1	-4	-8
O=c1c(-c2ccc(F)cc2)coc2c3c(ccc12)OCCO3	-6	-1	0.99	6	39	6	1	-11	14
Cc1ccc(Cl)cc1-n1c(=O)cc(N2CC(C)OC(C)C2)[nH]c1=O (stereo not given)	-5	-3	0.98	8	13	7	0	11	8
Cc1ccc(S(=O)(=O)n2nc(OC(=O)C3CCCCC3)cc2N)cc1	-7	-7	1	4	0	-2	0	-3	-51
COc1ccccc1C(=O)N1CCN=C1SCc1cccnc1	0	3	1	1	-1	-6	5	5	1
N#CCn1c(C2CCCCC2)nc2ccccc2c1=O	18	7	1	-3	2	5	-1	2	-7
COc1ccc(C(CC(=O)O)NC(=O)C2CCCCC2)cc1 (stereo not given)	7	10	1	15	-8	2	7	5	-31
COc1ccccc1Nc1ncnc2c1cnn2-c1cccc(C)c1	10	-4	0.99	-5	11	0	7	5	-25
Cn1cccc1C(=O)NC(=O)CSc1cccc[n+]1[O-]	-3	-2	0.99	4	11	2	1	5	10
CC(NC(=O)C12CC3CC(CC(C3)C1)C2)C(=O)NCCN(C)C (stereo not given)	2	-4	1	5	9	-14	2	6	5
C=CCNc1nc(-c2c(C)nc3sccn23)cs1	15	-15	1.1	3	-16	-26	2	-13	-150
COC(=O)c1ccc(NC(=O)CCn2c(=O)oc3ccccc32)cc1	2	5	1	11	-3	-3	-6	1	-4
SMILES	CatL block	CatS inh	A340 absorber	FXIIa mix inh	CatG inh	FXIa mix inh	CatB inh	CatB mix inh	C1s inh
c1ccc2[nH]c(CSc3nnc(-c4ccncc4)o3)nc2c1	0	-3	0.97	-3	-8	2	4	3	-4
O=C(Nc1ccccc1)N(CCCN1CCOCC1)Cc1ccccc1F	-2	-3	0.98	3	-1	5	-4	2	-3
CCOc1[nH]c(/N=C/c2ccco2)c(C#N)c1C#N	.	13	1.1	0	6	1	-3	0	2
Cc1ncoc1C(=O)Nc1nccs1	-3	14	1	-4	5	10	2	3	1
CN(C)CC1(c2ccccc2)CCCC1	1	0	0.99	4	-6	4	1	2	-7
COc1ccc(-c2ccc(-c3noc(-c4ccccc4OC)n3)c(OC)n2)cc1	-95	-1	1.1	3	0	-2	-3	-5	-12
COc1ccc(CN(Cc2ccccn2)C(=O)CN2C(=O)COc3ccccc32)cc1	-3	5	1	0	-3	-2	0	2	-1
CCOc1nc(C#N)nc(N2CCCCC2)n1	59*	37*	1	-21	-4	6	15	11	-3
O=C(Cn1cc(C(F)(F)F)ccc1=O)N1CCN(S(=O)(=O)c2ccccc2)CC1	5	0	0.99	1	7	3	3	3	6
CN1CCN(C(=O)CCC(=O)c2ccc(F)cc2)CC1	-2	8	0.98	4	14	4	3	3	7
COc1ccccc1C1=Nn2c(nnc2C2CCCCC2)SC1	-1	16	1	13	14	11	3	3	14
CC(=O)Nc1ccc(Oc2cc(C#N)c(C#N)cc2N2CCCCCC2)cc1	-3	8	1	-12	1	5	-5	3	-2
Cc1ccc(-c2nnc3ccc(SCC(=O)N4CCCCC4)nn23)cc1	0	-6	0.98	4	-3	2	-3	2	-7
Cc1ccc(NS(=O)(=O)c2cccc(C(=O)Nc3cc(C)on3)c2)cc1	-6	0	1	-2	-2	8	-3	-3	-15
COc1ccc(S(=O)(=O)Nc2ccc3oc(C)c(C(=O)O)c3c2)cc1	-2	-2	1.1	4	-13	1	2	-1	-24
COCCNc1nnc(SCC(=O)c2ccc3c(c2)OCO3)s1	-10	-12	1.1	16	0	-15	3	-4	-89
CCOc1ccc(C(=O)NCc2cccs2)cc1	9	4	1	1	-14	-6	3	-1	-108
CCOC(=O)Cn1nnnc1CN(Cc1ccc(OC)cc1)Cc1cc2cc(CC)ccc2[nH]c1=O	21	10	1.1	7	1	7	-1	23	5
CCCc1cc(=O)[nH]c(SCC(=O)N2CCN(S(=O)(=O)c3ccc(C)cc3)C2)n1	8	-5	1.1	7	-7	0	-3	-4	-32
CCCC(=O)C1=C(SCC)CC(C)(C)C(C(=O)OC)C1=O (stereo not given)	.	15	1.2	3	11	6	5	2	18
O=c1c(=O)n(O)c2ccccc2n1O	-3	-3	1.1	7	7	5	3	0	10
O=c1[nH]c(SCc2ccc(F)cc2)nc2c1cnn2-c1ccc(F)cc1	29	23	1	-17	-8	-2	3	4	-7
CCCCCn1c(=O)c(C(=O)OCC)c(O)c2ccccc21	10	9	1	3	0	8	0	8	-19
COc1ccc(OC)c(N(CC(=O)NCc2cccnc2)S(C)(=O)=O)c1	-2	12	1	14	1	1	3	3	6
CCn1c(SCC(=O)Nc2c(C)n(C)n(-c3ccccc3)c2=O)nnc1-c1cccc(C)c1	-1	-9	1	-1	8	5	1	-3	0

3 compounds from above, sorted by number of heavy atoms, ascending.
SMILES	CatL block	CatS inh	A340 absorber	FXIIa mix inh	CatG inh	FXIa mix inh	CatB inh	CatB mix inh	C1s inh
CN(C)CC1(c2ccccc2)CCCC1	1	0	0.99	4	-6	4	1	2	-7
Cc1ccc(-c2nnc3ccc(SCC(=O)N4CCCCC4)nn23)cc1	0	-6	0.98	4	-3	2	-3	2	-7
CCOC(=O)Cn1nnnc1CN(Cc1ccc(OC)cc1)Cc1cc2cc(CC)ccc2[nH]c1=O	21	10	1.1	7	1	7	-1	23	5

Next part
SMILES	CatL block	CatS inh	A340 absorber	FXIIa mix inh	CatG inh	FXIa mix inh	CatB inh	CatB mix inh	C1s inh
COCCn1c(SCC(=O)Nc2ccc3c(c2)OCCO3)nc2c(c1=O)SC(C)C2 (stereo not given)	-1	10	1	6	-1	7	2	3	5
Cc1ccc(-c2csc3ncnc(-n4nc(C)cc4N)c23)cc1	-6	0	1	1	8	6	3	5	10
O=C1CCCC2=C1C1(CCCC1)N=C(Nc1nc3ccccc3o1)N2	4	0	1	-13	7	4	2	5	11
CC1Cn2c(nnc2-c2ccc(F)cc2)S1 (stereo not given)	4	-5	0.99	-12	-37	0	1	3	4
O=C(COC(=O)c1ccccc1Oc1ccccc1)NCc1ccco1	8	19	1	-5	0	6	5	2	-9
O=C(Nc1ccc(N2CCOCC2)cc1)c1cccc(S(=O)(=O)N2CCCC2)c1	0	2	1	7	-6	10	-1	7	0
CC(=O)Nc1ccc(C(=O)CSc2nnc(-c3ccc(O)cc3)n2CC2CCCO2)cc1 (stereo not given)	1	3	1.1	-17	2	13	-1	-6	0

Screening results (PubChem)

A portion of the library. The share of hits here may be higher or lower than overall.
